LEDGF integ inh – blockers of LEDGF/p75-dependent integrase strand transfer – biochemical, TR-FRET, high throughput, primary screen. TR-FRET IN-LEDGF/p75 DNA integration, Eu/Cy5. 0.64% of 370,000 active. HIV-1 integrase (with human LEDGF/p75). inhibition, % at 3.7 µM;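 active = inhibition above the screen-wide mean plus 3 SD, cut at about 13% in these data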;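 note: signal is the Cy5 over europium emission ratio at 671 and 618 nm; 0% = plate median of compound wells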
Tn7 DDE FP – inhibitors of Tn7 peptide binding to fibrin DD(E), primary screen, biochemical, fluorescence polarization, human fibrin, Tn7 probe; Fibrinogen beta chain (Homo sapiens), P02675; FP displacement of FITC-Tn7 peptide from fibrin DD(E); 0% = median of compound wells per plate; inhibition, % at 8.3 µM; 0.13% of 370,000 active;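 active = inhibition above the mean of compounds falling within the control limits plus 3 SD of them, cut at about 14% in these data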;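 note: 0% = plate median of compound wells and 100% = 10 µM Aha-Tn7 peptide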
Target sequence (P02675 whole entry, looked up): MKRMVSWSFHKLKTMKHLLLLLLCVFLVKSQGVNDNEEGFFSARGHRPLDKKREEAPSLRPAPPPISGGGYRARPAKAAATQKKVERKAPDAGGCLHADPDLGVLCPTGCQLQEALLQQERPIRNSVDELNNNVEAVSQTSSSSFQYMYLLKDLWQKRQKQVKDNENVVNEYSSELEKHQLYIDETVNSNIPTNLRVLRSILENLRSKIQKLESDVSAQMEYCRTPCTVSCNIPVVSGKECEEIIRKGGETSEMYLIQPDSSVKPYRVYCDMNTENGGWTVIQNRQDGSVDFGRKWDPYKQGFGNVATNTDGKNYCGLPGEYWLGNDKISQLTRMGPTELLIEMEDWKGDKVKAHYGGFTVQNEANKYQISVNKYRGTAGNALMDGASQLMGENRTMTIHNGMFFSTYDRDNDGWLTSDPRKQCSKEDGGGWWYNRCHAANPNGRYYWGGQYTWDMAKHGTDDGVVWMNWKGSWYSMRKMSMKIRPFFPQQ
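Also added: labelled Tn7 tracer, 0.1 µM; Assay system: human fibrin DD(E) protein; Amount: 2 µM fibrin DD(E); Schedule: 10 min compound pre-incubation, 3 h probe incubation at room temperature; Repeats: one replicate per compound; Read-out basis: percent inhibition; Measured by: fluorescence polarization of the labelled Tn7 tracer.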
DDE Tn6 FP inh – inhibitors of Tn6 peptide binding to fibrin DD(E), primary screen, biochemical, fluorescence polarization, human fibrin, Tn6 probe | Fibrinogen beta chain (Homo sapiens), P02675 | Fibrin DD(E) TRITC-Tn6 fluorescence polarization displacement | inhibition, % at 8.3 µM | 0.21% of 370,000 active | AID 720509, 2013;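 active = inhibition above a per-campaign cutoff: mean of compounds within control limits plus 3 SD, cut at about 15% in these data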;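 note: 0% = median of all compound wells on the plate and 100% = blocking peptide control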
ADAM17 inh – ADAM17 inhibitors, primary screen, biochemical, QFRET; Disintegrin and metalloproteinase domain-containing protein 17 (Homo sapiens), P78536; AID 720648, 2013; inhibition, % at 6.95 µM; 0.83% of 370,000 active; recombinant ADAM17, EDANS/DABCYL FRET peptide cleavage;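 active = inhibition above the mean of compounds lying between control limits plus 3 SD, set per campaign, cut at about 8.5% in these data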;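 note: 0% = DMSO-only wells as the low control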
PLCg1 inh – PLC-gamma1 enzyme inhibitors, primary screen, biochemical, fluorescence, purified enzyme; fluorogenic substrate; inhibition, % at 12.2 µM; 1-phosphatidylinositol 4,5-bisphosphate phosphodiesterase gamma-1 (Homo sapiens), P19174; 0.84% of 370,000 active; in the data active = inhibition above about 9.5%
ASAP1 inh – inhibitors of human ASAP1 ArfGAP activity, primary screen, biochemical, fluorescence polarization. Arf-GAP with SH3 domain, ANK repeat and PH domain-containing protein 1 (Homo sapiens), …. ASAP1-stimulated ARF1 GTP hydrolysis, GDP FP detection. inhibition, % at 16.5 µM. 0.19% of 360,000 active; in the data active = inhibition above about 25%;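 note: 0% = vehicle with enzyme and substrate and 100% = no enzyme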
ADAM10 inh – human ADAM10 inhibitors, primary screen, biochemical, QFRET, HTS | Disintegrin and metalloproteinase domain-containing protein 10 (Homo sapiens), O14672 | recombinant ADAM10, EDANS/DABCYL FRET peptide cleavage, 3 h | inhibition, % at 7 µM | 0.62% of 370,000 active | AID 720582, 2013;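 active = inhibition above a per-campaign cutoff equal to the mean of compounds falling between control-based bounds plus 3 SD, cut at about 20% in these data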;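 note: 0% = DMSO wells while the 100% control is not disclosed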
KLK7 zymogen act – proKLK7 zymogen activators, primary screen, biochemical, fluorescence intensity; 0.9% of 370,000 active; activation, % at 7 µM; Kallikrein-7 (Homo sapiens), P49862; purified proKLK7, EDANS-DABCYL substrate fluorescence; 100% is mature enzyme control, 0% vehicle;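 active = activation above the mean of all tested compounds plus 3 SD, computed per campaign excluding outliers beyond control limits, cut at about 13% in these data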
Target sequence (P49862 whole entry, looked up): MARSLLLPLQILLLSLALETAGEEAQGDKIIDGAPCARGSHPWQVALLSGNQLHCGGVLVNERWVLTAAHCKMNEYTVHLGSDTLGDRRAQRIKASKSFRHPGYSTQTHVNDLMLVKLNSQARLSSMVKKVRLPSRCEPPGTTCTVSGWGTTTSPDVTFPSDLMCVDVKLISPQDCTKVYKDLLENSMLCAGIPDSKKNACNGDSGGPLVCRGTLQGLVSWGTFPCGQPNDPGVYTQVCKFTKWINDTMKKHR
TDP2 absorb – human TDP2 enzyme inhibitors, primary screen, biochemical, epi absorbance, recombinant enzyme; Tyrosyl-DNA phosphodiesterase 2 (Homo sapiens), O95551; T5PNP hydrolysis, p-nitrophenol absorbance 415 nm; inhibition, % at 12.8 µM; 0.34% of 370,000 active;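 active = inhibition above the mean of all tested compounds plus 3 SD, set per campaign, cut at about 25% in these data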;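 note: 0% = DMSO with enzyme and 100% = buffer with substrate but no TDP2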
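Test system: Human TDP2 enzyme | Reagent: 5 mM T5PNP | Compound dosing: 12.8 µM single point, 1% DMSO | Incubation: Enzyme reaction with compound for 2 h at 37 °C | Technique: p-Nitrophenol epi absorbance | Read-out: % inhibition relative to enzyme-containing and enzyme-free wells | Benchmarks: High control without enzyme, low control DMSO plus TDP2 | Replicates: Singlicate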
ARFGAP1 inhibitor – inhibitors of rat ARFGAP1 GAP activity, primary screen, biochemical, fluorescence polarization, GDP tracer. Arfgap1-stimulated ARF1 GTP hydrolysis, GDP FP detection. inhibition, % at 16.5 µM. 0.26% of 360,000 active. AID 651572, 2012;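 active = inhibition above a per-plate limit, mean inhibition of low control wells plus 3 SD, cut at about 25% in these data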;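 note: 0% = DMSO wells with enzyme and 100% = wells lacking Arfgap1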
Target sequence (Q62848 1-136 limits assumed): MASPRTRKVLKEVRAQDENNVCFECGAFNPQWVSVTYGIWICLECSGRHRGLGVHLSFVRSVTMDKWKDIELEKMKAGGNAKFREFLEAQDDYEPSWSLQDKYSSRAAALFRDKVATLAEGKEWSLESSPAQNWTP
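System: truncated rat Arfgap1 GAP domain / Benchmarks: high control wells lacking Arfgap1, low control full reaction with DMSO / Times: compound-enzyme preincubation 20 min, reaction 120 min, detection 60 min, 25 °C / Repeats: one replicate per compound / Also added: human ARF1(Δ1-17)-GTP substrate / Measured by: Tracer-displacement fluorescence polarization with EDTA stop, 620/688 nm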
Numbers without * were called inactive.

canonical_smiles	LEDGF integ inh	Tn7 DDE FP	DDE Tn6 FP inh	ADAM17 inh	PLCg1 inh	ASAP1 inh	ADAM10 inh	KLK7 zymogen act	TDP2 absorb	ARFGAP1 inhibitor
Cc1cc(C)cc(C(=O)Nc2ccc(NC(=O)Cc3ccccc3)cc2)c1	-3	-4	2	-5	1	5	-8	0.2	19	5
Cc1cc(NC(=O)CSc2ccc(-c3ccc(Br)cc3)nn2)no1	1	3	2	1	0	-7	-2	-0.5	9	6
CC1(C)CC(=O)C(C(c2cc([N+](=O)[O-])ccc2Cl)C2C(=O)CC(C)(C)CC2=O)C(=O)C1	-3	3	-2	-6	-1	-8	-11	0.5	3	-9
Cc1ccccc1C(=O)Nc1nnc(S(=O)(=O)N2CCCCCC2)s1	0	-1	-2	-3	-5	-6	-5	5.8	4	0
O=C(CN1C(=O)NC2(CCCCC2)C1=O)N1CCN(S(=O)(=O)/C=C/c2ccccc2)CC1	4	7	3	1	-1	-3	-1	0.0	-3	-13
O=C(O)Cc1ccc(NS(=O)(=O)c2ccccc2Cl)cc1	0	0	-3	-1	-1	6	-4	0.0	-2	0
O=C(NCCNC(=O)c1cc(Cl)ccc1Cl)c1cnccn1	-2	-1	5	-10	3	11	2	-0.1	-12	9
COc1cc(NC(=O)C2(C)CCCN(C(C)C)C2)cc(OC)c1OC (configuration not stated)	0	-3	-3	-4	3	-2	-23	-0.3	-11	0
COc1ccc(-c2nn(-c3ccccc3)cc2C(=O)OCC(=O)c2ccc(C)c([N+](=O)[O-])c2)cc1	5	6	3	-1	2	-10	2	-0.1	6	1
CCN(CC)c1ccc(C=C2SC(=S)NC2=O)cc1	-4	-26	1	4	-57	12	-5	1.5	-2	-15
CN(C)S(=O)(=O)c1cc(NC(=O)CN2CCc3ccccc32)ccc1Cl	-3	4	-13	-6	-5	6	2	-0.9	-6	7
O=C(COC(=O)c1cc(=O)c2ccccc2o1)NCc1ccccc1	-4	2	3	-7	2	-14	-13	0.4	5	0
c1ccc(-c2nnc3sc(-c4ccncc4)nn23)cc1	3	-1	10	-3	-8	-9	-1	0.3	6	-9
COc1cccc(C(=O)Nc2nnc(S(=O)(=O)N(C)Cc3ccccc3)s2)c1	0	0	-1	-3	-12	-4	-7	0.7	1	3
Cc1c(NC(=O)/C=C/c2ccc(S(=O)(=O)N3CCOCC3)cc2)c(=O)n(-c2ccccc2)n1C	2	-2	-8	1	5	-3	9	-0.2	-12	-5
COc1cc(C(N)=O)cc(Br)c1OCc1ccccc1	-1	3	0	-1	-3	-2	1	0.8	11	-8
CCO/C=C/C(=O)N(C)CCC#N	-2	-1	-4	-15	-43	-1	-44	-1.3	6	-8
COCCCn1c(=O)c2sccc2n2c(CCCC(=O)N(C)Cc3ccco3)nnc12	4	-5	1	1	0	8	-2	-0.2	4	0
CCn1ncc(S(=O)(=O)NCc2ccco2)c1C	2	-4	0	-1	4	-4	10	0.5	-11	-7
COC(=O)c1nn(-c2ccccc2)c(=O)cc1Sc1ccc(Cl)cc1	2	3	4	-3	3	3	-2	0.1	-5	-3
OCCN1CNC(=S)NC1	-4	5	-2	-2	1	2	1	-0.5	-1	-10
Cc1nc(C)n(C(=O)N(c2ccccc2)c2ccccc2)n1	2	1	0	-1	-1	1	-2	0.3	-3	7
O=C(c1ccncc1)N1CCCC(N2CCN(c3ccc(F)cc3)CC2)C1 (configuration not stated)	2	5	0	-4	11*	8	-4	-0.1	-14	7
O=C(NCc1ccccc1)[C@@H]1CCCN1C(=O)[C@H]1CCCN1C(=O)c1ccc(Cl)cc1	0	0	-5	-3	4	-10	-20	0.7	-8	-3
CC(C)Cn1c(N)c(C(=O)COC(=O)c2cccnc2Cl)c(=O)n(C)c1=O	-8	-4	-8	-4	0	7	-5	0.1	0	3
O=C(O)c1cc(NS(=O)(=O)c2cccs2)cc(NS(=O)(=O)c2cccs2)c1	0	3	3	-3	1	0	-10	-0.1	11	-10
O=C(c1ccco1)N1CCN(C(=O)C(Sc2ccccc2)c2ccccc2)CC1 (configuration not stated)	1	5	2	1	1	1	0	-0.5	-12	2
O=S(=O)(NCC1CCCO1)c1ccc(Cl)cc1 (configuration not stated)	1	-8	3	-4	-1	5	-1	-0.9	-8	-2
O=C(CCCCCN1C(=O)c2cccc3cccc(c23)C1=O)NC1CCS(=O)(=O)C1 (configuration not stated)	1	-1	-6	-108	-16	6	-291	-1.4	3	0
N#Cc1nc(-c2ccco2)oc1N1CCC(Cc2ccccc2)CC1	4	3	-3	-38	-17	-10	-143	-1.6	-12	-4

Shown with values ahead of the structure: entries from further up.
LEDGF integ inh,Tn7 DDE FP,DDE Tn6 FP inh,ADAM17 inh,PLCg1 inh,ASAP1 inh,ADAM10 inh,KLK7 zymogen act,TDP2 absorb,ARFGAP1 inhibitor,Compound
-3,-4,2,-5,1,5,-8,0.2,19,5,Cc1cc(C)cc(C(=O)Nc2ccc(NC(=O)Cc3ccccc3)cc2)c1
1,3,2,1,0,-7,-2,-0.5,9,6,Cc1cc(NC(=O)CSc2ccc(-c3ccc(Br)cc3)nn2)no1
-3,3,-2,-6,-1,-8,-11,0.5,3,-9,CC1(C)CC(=O)C(C(c2cc([N+](=O)[O-])ccc2Cl)C2C(=O)CC(C)(C)CC2=O)C(=O)C1
0,-1,-2,-3,-5,-6,-5,5.8,4,0,Cc1ccccc1C(=O)Nc1nnc(S(=O)(=O)N2CCCCCC2)s1
4,7,3,1,-1,-3,-1,0.0,-3,-13,O=C(CN1C(=O)NC2(CCCCC2)C1=O)N1CCN(S(=O)(=O)/C=C/c2ccccc2)CC1
0,0,-3,-1,-1,6,-4,0.0,-2,0,O=C(O)Cc1ccc(NS(=O)(=O)c2ccccc2Cl)cc1
-2,-1,5,-10,3,11,2,-0.1,-12,9,O=C(NCCNC(=O)c1cc(Cl)ccc1Cl)c1cnccn1

(next part)
Every second line gives: LEDGF integ inh | Tn7 DDE FP | DDE Tn6 FP inh | ADAM17 inh | PLCg1 inh | ASAP1 inh | ADAM10 inh | KLK7 zymogen act | TDP2 absorb | ARFGAP1 inhibitor
O=C(COc1ccc(Cl)cc1Cl)NCCSc1ccc(Cl)cc1
    2 | -4 | 6 | -4 | -2 | 4 | -5 | -0.3 | 0 | 29*
Cc1ccc(C)c(NC(=O)COC(=O)c2cc3ccccc3oc2=O)c1
    5 | -4 | 2 | -5 | -5 | -12 | -24 | -0.1 | 0 | 2
COc1ccc(OC)c(C2=CC(=O)C[C@H](c3ccc(F)cc3)C2)c1
    4 | -1 | -9 | 0 | -116 | 13 | -18 | -1.4 | 8 | -2
C/C=C/C(=O)Nc1cccc(C2=NOC3(C2)C[C@@H](C(N)=O)N(C(=O)C(c2ccccc2)c2ccccc2)C3)c1 (some centres not stated)
    1 | -6 | 1 | 1 | 1 | 3 | 7 | 1.5 | 2 | -5
CCOc1ccc(C(=O)OC(C)CN2CCN(C)CC2)cc1 (configuration not stated)
    -4 | -2 | 4 | -1 | -1 | 3 | -13 | -0.3 | 10 | -4
CNC(=S)N=Nc1c(O)[nH]c2ccc(C(C)C)cc12
    -5 | 0 | -9 | 1 | 2 | 10 | -1 | 0.1 | -3 | 5
CCCCCCCCN1C(=O)[C@H](CC(=O)N2CCN(C(=O)c3ccco3)CC2)C[C@@]2(C(=O)OC)CCCCC=C12
    -1 | 8 | 8 | 2 | 3 | -11 | 9 | 0.3 | 0 | -17
N#Cc1c(-c2ccco2)nc(SCC(=O)Nc2cccc(Cl)c2)[nH]c1=O
    2 | 9 | 3 | -4 | -11 | 10 | -4 | 0.5 | 8 | -10
O=C(NC(=S)Nc1cccc(Cl)c1Cl)C1CC1
    2 | -4 | 4 | -2 | 1 | 11 | 4 | 0.2 | 3 | -3
CCN(CC)C(=O)CSc1nnc(CCN)o1
    0 | 3 | 2 | 0 | 3 | -1 | 9 | -0.2 | -4 | -14
Cc1ccccc1CNC(=O)c1ccc(CSCc2ccccc2)cc1
    -3 | 1 | -2 | 2 | -3 | -20 | 11 | 0.3 | 7 | -6
CCCCCC(=O)NC(NC(=S)Nc1ccc(S(N)(=O)=O)cc1)C(Cl)(Cl)Cl (configuration not stated)
    -2 | -3 | 0 | 2 | 1 | 8 | 2 | -0.6 | 0 | -5
O=C(c1cc(N2CCCCC2)nc2ccccc12)N1CCOCC1
    -2 | -4 | 3 | -56 | -164 | 2 | -153 | 9.2 | 7 | -2
COC(=O)c1sc(N2C(=O)C(O)=C(C(=O)c3ccc(C)o3)C2c2ccc([N+](=O)[O-])cc2)nc1C (configuration not stated)
    0 | -1 | -6 | -2 | -12 | 13 | 10 | -0.6 | -4 | 4
O=C(NC1CC1)c1cc2c(s1)CS(=O)(=O)C2
    -2 | 4 | 6 | -3 | 1 | -5 | -4 | 0.5 | 5 | -7
COc1ccc(C2=NN(C(=O)c3ccccc3)C(c3ccc(OC)c(OC)c3)C2)cc1OC (configuration not stated)
    4 | -1 | 7 | 2 | 5 | -4 | 2 | 0.2 | 7 | 16
COc1ccc(Cc2nnc(SCC(=O)NCc3ccco3)o2)cc1
    0 | 0 | -2 | 2 | 1 | -5 | -11 | 0.6 | -3 | 3

Screens (PubChem)
